Source: PubChem
TDP-43 yeast inh: qHTS of TDP-43 Inhibitors; TDP-43 expressing yeast growth rescue, BacTiter-Glo, 24 h; Potency, µM (series often up to 46.1 µM), inactives show top-dose growth rescue (activation), most hits filed as activators; 1.8% of 410,000 active; also: potency is read from the fitted curve at half-maximal effect; % of control where 0% means no effect; nearly all actives have a fitted effect of over 50% in size
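Galactose-induced TDP-43 yeast, OD600=0.02, compound pinned; 24 hr, 30 deg C; BacTiter-Glo luminescence for growth. Inhibitors of TDP-43 toxicity read as activators.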
HEK293 tox: qHTS of GLP-1 Receptor Inverse Agonists: Cytotox Screen; HEK293 cAMP-luciferase reporter cells, luminescence, 24 h; Potency, µM (series often up to 38.3 µM), for inactives: at the top dose activity change, negative = inhibition, actives largely listed as inhibitors; 0.13% of 410,000 active; AID 624418, 2012;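 also: loss of luciferase light is scored as toxicity; potency is read from the fitted curve at half-maximal effect; % is scaled to controls: 0 for no effect and ±100 for the full control effect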
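1536-well qHTS counterscreen of the MLSMR; 200 cells/uL, 12 h pre-incubation, 23 nL cpd, 24 h at 37 deg C 5% CO2, luciferase detection reagent, 12 min RT, luminescence. Inhibition = undesired.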
pAkt inh: HTS Assay for Inhibitors of Akt Phophorylation: Primary Screen; AID 651550, 2012; 0.32% of 360,000 active; Neuro2A IGF-stimulated pAkt S473 HTRF, 20 min; hits give low values; activity change, % for hits at 50 µM; in the data active = activity change below about -80%; inconclusive = mostly about -51% to -80%; also: % is scaled to controls: 0 for no effect and ±100 for the full control effect
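Neuro2A cells (4,500/well, DMEM with 0.5% FBS) were treated with compound at a single 50 µM final concentration, stimulated with 6 nM IGF for 20 min at 37 °C, and lysed. Phospho-Akt Ser473 was read by HTRF as 665/615 ratio ×10^4.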
GLP-1R inv ag: qHTS of GLP-1 Receptor Inverse Agonists (Inhibition Mode); HEK293 GLP-1R CRE-luciferase, luminescence, 24 h; GLP-1R form is constitutively active; AID 624417, 2012; Potency, µM (highest dose often 38.3 µM), for the others: at the top dose activity change, negative = inhibition, most hits filed as inhibitors; Glucagon-like peptide 1 receptor (Homo sapiens), P43220; 1.6% of 410,000 active; also: potency is read from the fitted curve at half-maximal effect; % is scaled to controls: 0 for no effect and ±100 for the full control effect; nearly all actives have a fitted effect of over 55% in size
Target sequence (P43220 whole entry, looked up): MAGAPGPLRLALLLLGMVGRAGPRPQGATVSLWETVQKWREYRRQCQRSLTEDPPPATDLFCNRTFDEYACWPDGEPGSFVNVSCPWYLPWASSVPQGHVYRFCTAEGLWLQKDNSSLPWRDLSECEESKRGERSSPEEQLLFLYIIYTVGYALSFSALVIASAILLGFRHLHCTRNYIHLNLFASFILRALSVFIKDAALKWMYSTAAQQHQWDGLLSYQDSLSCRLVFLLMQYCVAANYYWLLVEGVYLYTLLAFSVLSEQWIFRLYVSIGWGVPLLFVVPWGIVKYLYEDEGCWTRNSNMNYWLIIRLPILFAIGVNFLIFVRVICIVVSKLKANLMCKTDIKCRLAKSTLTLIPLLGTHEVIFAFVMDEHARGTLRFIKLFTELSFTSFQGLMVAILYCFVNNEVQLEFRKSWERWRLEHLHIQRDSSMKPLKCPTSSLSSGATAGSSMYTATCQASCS
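qHTS in 1536-well format: reporter HEK293 cells expressing constitutive GLP-1R activity in DMEM + 10% Nu serum, 24 hr with compounds at 37 deg C, luminescence read after 12 min with detection reagent.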
Abeta rescue: qHTS for compounds that reverse cellular toxicity of Amyloid beta (A-beta) peptide in yeast: Primary Screen; Potency, µM (top dose mostly 46.1 µM), for inactives: top-dose growth rescue, usual class: activators; yeast expressing A-beta42, growth rescue, OD600, 48 h; response scale: 0% DMSO, 100% iron-clioquinol control; 0.063% of 410,000 active; also: potency is read from the fitted curve at half-maximal effect; nearly all actives have a fitted effect of over 55% in size
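Growth rescue measured by 600 nm absorbance after 48 h yeast culture at 30 C with compound. Values normalized between DMSO and an equimolar ferric chloride plus clioquinol control.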
MmCpn inh: Inhibitors of TCP-1 ring complex (TRiC) of Methanococcus maripaludis (MmCpn): qHTS; Potency, µM (doses to about 76.9 µM), for the others: top-dose activity, negative = inhibition, hits mostly inhibitors; 0.031% of 330,000 active; purified Mm-Cpn ATPase, ADP Transcreener TR-FRET; AID 504842, 2011; also: potency is read from the fitted curve at half-maximal effect; % is scaled to controls: 0 for no effect and ±100 for the full control effect; nearly all actives have a fitted effect of over 80% in size
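Purified archaeal Mm-CPN (25nM final) preincubated 10 min at 37degC with compound, then 10uM ATP for 30 min at 37degC; ADP measured by HTRF Transcreener TR-FRET; buffer 30 mM TRIS pH 7.4, 100mM KCl, 5mM MgCl2, 1mM DTT.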
FUS suppressor: qHTS for Suppressors of FUS Proteinopathy: Primary screen using FUS-linked yeast assay; AID 1347120, 2019; Potency, µM (highest dose often 76.6 µM), for inactives: at the top dose growth rescue (activation), usual class: activators; 0.24% of 390,000 active; S. cerevisiae FUS-expressing, growth rescue, OD600, 24 h;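 also: potency is read from the fitted curve at half-maximal effect; plate controls were DMSO vehicle for no effect and reference control for full effect; nearly all actives have a fitted effect of over 55% in size; some results filed as inactive show a strong effect at the top dose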
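Toxicity suppression screen in FUS-yeast. Cells induced with 2% galactose, starting OD 0.005, treated 24hr at 30C with compounds at multiple final concentrations; growth by OD600.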
PTHR1 agonist: qHTS for PTHR1 Agonists: Primary Screen; HEK293 GP2 PTHR1 cells, GloSensor cAMP luminescence, 1 h; Parathyroid hormone/parathyroid hormone-related peptide receptor (Homo sapiens), Q03431; Potency, µM (doses to about 115 µM), without a hit: at the top dose activation, actives largely listed as activators; 0.075% of 410,000 active; also: potency is read from the fitted curve at half-maximal effect; nearly all actives have a fitted effect of over 55% in size; some results filed as inactive show a strong effect at the top dose; inactives centre near -15; many of its hits are not listed in these tables
Target sequence (Q03431 whole entry, looked up): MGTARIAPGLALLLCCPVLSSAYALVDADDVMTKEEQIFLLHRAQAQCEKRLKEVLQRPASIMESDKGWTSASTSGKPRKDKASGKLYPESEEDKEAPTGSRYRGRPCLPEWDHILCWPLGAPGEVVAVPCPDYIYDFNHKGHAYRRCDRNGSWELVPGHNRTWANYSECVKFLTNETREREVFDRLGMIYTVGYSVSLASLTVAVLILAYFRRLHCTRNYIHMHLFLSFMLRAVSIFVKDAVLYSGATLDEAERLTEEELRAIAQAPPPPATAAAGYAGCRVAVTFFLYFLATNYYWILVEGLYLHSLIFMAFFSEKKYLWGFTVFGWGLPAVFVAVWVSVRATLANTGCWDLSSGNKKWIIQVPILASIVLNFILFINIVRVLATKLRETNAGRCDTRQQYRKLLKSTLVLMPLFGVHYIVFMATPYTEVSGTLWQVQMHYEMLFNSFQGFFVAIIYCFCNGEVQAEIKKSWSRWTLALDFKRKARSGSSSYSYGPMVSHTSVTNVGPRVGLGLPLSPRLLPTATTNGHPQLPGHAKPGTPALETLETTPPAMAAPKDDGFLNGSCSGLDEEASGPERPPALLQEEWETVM
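HEK-293-derived GP2 cells expressing PTHR1 and a GloSensor cAMP reporter, 3,000/well, plated overnight, given luciferin plus IBMX (each 0.5 mM as added) for 1 h at 37 °C, then compound for 1 h at 37 °C. Luminescence was read after 15 min at room temperature.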
aSyn rescue: qHTS of alpha-syn Inhibitors; Potency, µM (top dose mostly 46.1 µM), without a hit: top-dose growth rescue (activation), usual class: activators; 0.14% of 370,000 active; AID 652106, 2013; Yeast expressing alpha-synuclein, growth rescue, BacTiter-Glo, 24 h; also: potency is read from the fitted curve at half-maximal effect; % of control where 0% means no effect; nearly all actives have a fitted effect of over 65% in size
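Rescue of yeast growth: cells expressing toxic alpha-synuclein, induced in galactose at OD600 0.02, incubated with compound 24 h at 30 C. ATP luminescence quantified growth; inhibitors of toxicity appear as activators.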
* marks the source's active call; other numbers are inactive results; [ ] = remark or other dose. Unless noted, calls follow the shape of the dose curve; as a rule, active = well fitted curve in the direction sought with a large enough effect; inconclusive = small, poorly fitted or top-dose-only effect, or another doubt; inactive = no such curve, though single readings can be large; an effect the other way counts as inactive or inconclusive. The list is partial (hit frequency here may not be typical).

For O=C(c1cccc([N+](=O)[O-])c1)N1CCc2ccccc21 the results were TDP-43 yeast inh inconclusive, HEK293 tox 4.7%, pAkt inh inactive, GLP-1R inv ag 10.0%, Abeta rescue 7.5%, MmCpn inh -1.7%, FUS suppressor -29.5%, PTHR1 agonist inactive and aSyn rescue 1.1%.
`CC1Sc2ccc(S(=O)(=O)CCC(=O)NCc3ccc(Cl)cc3)cc2NC1=O` (stereo not given) gave TDP-43 yeast inh -10.0%, HEK293 tox -18.3%, pAkt inh inactive, GLP-1R inv ag inconclusive, Abeta rescue 5.6%, MmCpn inh 1.7%, FUS suppressor 7.8%, PTHR1 agonist -7.0% and aSyn rescue -7.0%.
Screening Cc1ccnc(NC(=O)Cn2c(=O)oc3cc(S(=O)(=O)N4CCCC4)ccc32)c1 returned TDP-43 yeast inh 17.2%, HEK293 tox -2.7%, pAkt inh inactive, GLP-1R inv ag 0.9%, Abeta rescue 9.6%, MmCpn inh 0.8%, FUS suppressor -5.5%, PTHR1 agonist -21.7% and aSyn rescue 1.3%.
`CC(OC(=O)CCN=C1NS(=O)(=O)c2ccccc21)C(=O)Nc1ccccc1F` (stereo not given) gave TDP-43 yeast inh 20.0%, HEK293 tox -13.1%, pAkt inh inactive, GLP-1R inv ag -17.5%, Abeta rescue 7.0%, MmCpn inh 0.6%, FUS suppressor 4.6%, PTHR1 agonist inactive and aSyn rescue -0.2%.
COc1ccc(NCC(=O)Nc2ccc(C#N)cc2)cc1Cl was read as TDP-43 yeast inh inconclusive, HEK293 tox -18.7%, pAkt inh inactive, GLP-1R inv ag inconclusive, Abeta rescue 2.3%, MmCpn inh 2.6%, FUS suppressor 37.2%, PTHR1 agonist -18.2% and aSyn rescue -13.5%.
COc1ccc(-n2nc(C(=O)NCC(=O)NCCN(C)C)c3ccccc3c2=O)c(OC)c1 was read as TDP-43 yeast inh 16.1%, HEK293 tox 2.5%, pAkt inh inactive, GLP-1R inv ag 2.1%, Abeta rescue 7.9%, MmCpn inh 0.0%, FUS suppressor 8.9%, PTHR1 agonist inactive and aSyn rescue 0.3%.
Cc1nn(C)cc1C(N)=O was read as TDP-43 yeast inh -1.1%, HEK293 tox -5.6%, pAkt inh inactive, GLP-1R inv ag 17.8%, Abeta rescue -7.8%, MmCpn inh 0.2%, FUS suppressor -19.2%, PTHR1 agonist inactive and aSyn rescue -2.8%.
`CCOc1ccc(CN2C(=O)CCC2(C)C(=O)NCc2cccnc2)cc1` (stereo not given) gave TDP-43 yeast inh 15.1%, HEK293 tox -2.9%, pAkt inh inactive, GLP-1R inv ag -4.5%, Abeta rescue -5.8%, MmCpn inh -0.4%, FUS suppressor -22.7%, PTHR1 agonist inactive and aSyn rescue 1.5%.
Screening COc1ccc(C=O)cc1CSc1ccccn1 returned TDP-43 yeast inh 1.6%, HEK293 tox 4.0%, pAkt inh inactive, GLP-1R inv ag -1.1%, Abeta rescue 15.2%, MmCpn inh -0.8%, FUS suppressor -6.9%, PTHR1 agonist -20.0% and aSyn rescue -1.4%.
For CCc1ccc(NC(=O)C2CCCCC2C(=O)O)cc1 (stereo not given) the results were TDP-43 yeast inh -9.5%, HEK293 tox 13.2%, pAkt inh inactive, GLP-1R inv ag 18.0%, Abeta rescue 8.2%, MmCpn inh -3.2%, FUS suppressor -11.9%, PTHR1 agonist inactive and aSyn rescue 2.5%.
`CCOC(=O)[C@H]1[C@H]2COc3cc(OC)ccc3[C@@H]2N2C(=O)CN(Cc3ccc(Cl)cc3)C(=O)[C@@]12C` gave TDP-43 yeast inh 16.6%, HEK293 tox -2.5%, pAkt inh inactive, GLP-1R inv ag inconclusive, Abeta rescue inconclusive, MmCpn inh 0.1%, FUS suppressor inconclusive, PTHR1 agonist -7.3% and aSyn rescue 1.7%.
Screening COCCCNc1ncnc2nc[nH]c12 returned TDP-43 yeast inh 0.0%, HEK293 tox -4.7%, pAkt inh inactive, GLP-1R inv ag 8.7%, Abeta rescue -1.5%, MmCpn inh 0.0%, FUS suppressor -20.8%, PTHR1 agonist inactive and aSyn rescue -0.5%.
For Nc1ncnc2c1ccn2[C@H]1CN(Cc2ccc(Cl)cc2)C[C@@H](CO)O1 the results were TDP-43 yeast inh inconclusive, HEK293 tox 0.5%, pAkt inh inactive, GLP-1R inv ag 21.2%, Abeta rescue 5.7%, FUS suppressor -24.7%, PTHR1 agonist -62.7%[inhibitor] and aSyn rescue 0.1%.
For COc1ccc(/C=C/C(=O)c2cc3cccc(OC)c3oc2=O)cc1 the results were TDP-43 yeast inh inconclusive, HEK293 tox -7.3%, pAkt inh inactive, GLP-1R inv ag 17.6%, Abeta rescue -2.7%, MmCpn inh -7.8%, FUS suppressor 20.2%, PTHR1 agonist inactive and aSyn rescue -0.2%.
Screening CC(OC(=O)/C=C/c1ccccc1Cl)C(=O)NC1CCCCC1C (stereo not given) returned TDP-43 yeast inh -22.9%, HEK293 tox 11.5%, pAkt inh inactive, GLP-1R inv ag 5.8%, Abeta rescue -4.8%, MmCpn inh 3.5%, FUS suppressor 1.7%, PTHR1 agonist 14.3% and aSyn rescue -5.0%.
Screening Cc1cccc(C)c1NC(=S)Nc1c(C)n(C)n(-c2ccccc2)c1=O returned TDP-43 yeast inh -5.6%, HEK293 tox 5.8%, pAkt inh inactive, GLP-1R inv ag -13.3%, Abeta rescue -9.5%, MmCpn inh inconclusive, PTHR1 agonist -24.0% and aSyn rescue -5.5%.
CCC(CC)NC(=O)c1ccc2c(c1)OCCO2 was read as TDP-43 yeast inh 13.5%, HEK293 tox -9.8%, pAkt inh inactive, GLP-1R inv ag 1.0%, Abeta rescue -11.1%, MmCpn inh -18.3%, FUS suppressor 10.1%, PTHR1 agonist inactive and aSyn rescue -1.1%.
Screening COc1cccc(C(=O)Nc2ccc(N3CCN(C(=O)c4cccs4)CC3)cc2)c1 returned TDP-43 yeast inh inconclusive, HEK293 tox inconclusive, pAkt inh inactive, GLP-1R inv ag inconclusive, Abeta rescue -4.6%, MmCpn inh 0.6%, FUS suppressor 35.7%, PTHR1 agonist -6.2% and aSyn rescue 14.0%.
COc1cccc(C(O)c2nc(/C=C/c3ccccc3)cs2)c1 (stereo not given) was read as TDP-43 yeast inh 22.4µM*, HEK293 tox 7.3%, pAkt inh inactive, GLP-1R inv ag -8.2%, Abeta rescue 23.9%, FUS suppressor 41.2%, PTHR1 agonist inactive and aSyn rescue inconclusive.
`CNC[C@@H]1Oc2cc(Br)ccc2S(=O)(=O)N([C@H](C)CO)C[C@@H]1C` gave TDP-43 yeast inh -3.5%, HEK293 tox -0.2%, pAkt inh inactive, GLP-1R inv ag 0.3%, Abeta rescue -18.0%, FUS suppressor 19.8%, PTHR1 agonist inconclusive and aSyn rescue -1.9%.

Ordered by molar mass (smallest number first): 3 of the compounds above
COc1cccc(C(O)c2nc(/C=C/c3ccccc3)cs2)c1 (stereo not given) was read as TDP-43 yeast inh 22.4µM*, HEK293 tox 7.3%, pAkt inh inactive, GLP-1R inv ag -8.2%, Abeta rescue 23.9%, FUS suppressor 41.2%, PTHR1 agonist inactive and aSyn rescue inconclusive.
For COc1ccc(/C=C/C(=O)c2cc3cccc(OC)c3oc2=O)cc1 the results were TDP-43 yeast inh inconclusive, HEK293 tox -7.3%, pAkt inh inactive, GLP-1R inv ag 17.6%, Abeta rescue -2.7%, MmCpn inh -7.8%, FUS suppressor 20.2%, PTHR1 agonist inactive and aSyn rescue -0.2%.
For Nc1ncnc2c1ccn2[C@H]1CN(Cc2ccc(Cl)cc2)C[C@@H](CO)O1 the results were TDP-43 yeast inh inconclusive, HEK293 tox 0.5%, pAkt inh inactive, GLP-1R inv ag 21.2%, Abeta rescue 5.7%, FUS suppressor -24.7%, PTHR1 agonist -62.7%[inhibitor] and aSyn rescue 0.1%.

(cont.)
`Cc1ccc(C(=O)NCc2nnc3c(C(F)(F)F)cc(Cl)cn23)o1` gave TDP-43 yeast inh -1.1%, HEK293 tox 6.2%, pAkt inh inactive, GLP-1R inv ag -8.6%, Abeta rescue -1.9%, MmCpn inh 1.0%, FUS suppressor -8.2%, PTHR1 agonist -16.4% and aSyn rescue 9.6%.
`O=C(Oc1cccc(-n2cnnn2)c1)c1ccccc1Cl` gave TDP-43 yeast inh 25.8%, HEK293 tox -5.3%, pAkt inh inactive, GLP-1R inv ag 20.4%, Abeta rescue -14.9%, MmCpn inh -16.5%, FUS suppressor -1.1%, PTHR1 agonist -8.6% and aSyn rescue 4.2%.
Cc1ccc(CCNC(=O)C2CCN(C(=O)c3sccc3-n3cccc3)CC2)cc1 was read as TDP-43 yeast inh -2.4%, HEK293 tox -4.6%, pAkt inh inactive, GLP-1R inv ag inconclusive, Abeta rescue 20.6%, MmCpn inh 1.8%, FUS suppressor 17.7%, PTHR1 agonist -1.8%[57.5 µM] and aSyn rescue 7.3%.
For Cc1ccc(Nc2nc(N)nc(CCl)n2)cc1 the results were TDP-43 yeast inh 0.0%, HEK293 tox -5.5%, pAkt inh inactive, GLP-1R inv ag inconclusive, Abeta rescue -27.2%, MmCpn inh 3.2%, FUS suppressor -7.4%, PTHR1 agonist -16.3% and aSyn rescue -3.7%.
